TIM10 inh: growth inhibitors of isogenic TIM10 control yeast, primary screen, counter-screen for tim10-1 yeast inhibitor project, luminescence, uHTS; hit rate 1.4% among 330,000; S. cerevisiae TIM10 strain growth, BacTiter-Glo luminescence, 24 h; inhibition, % at 10 µM;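 active means inhibition of 40% or more at the single tested concentration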;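 further: wild-type TIM10 isogenic control strain grown at permissive 25 °C; 0% = DMSO yeast wells and 100% = minimal medium wells without yeast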
hIAP inh: human IAP inhibitors, primary screen, biochemical, luminescence, uHTS | Intestinal-type alkaline phosphatase (Homo sapiens), P09923 | purified IAP, CDP-Star luminescence, 30 min | inhibition, % at 10 µM | hit rate 0.12% among 330,000;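 active means inhibition reaching a set limit with compound at 10 µM in the primary screen, cut at about 35% in these data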;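 further: plate controls were DMSO wells with enzyme for no effect and no-enzyme buffer wells for full effect; values of inactives mirror those of a sister screen read the other way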
Target sequence (P09923 whole entry, looked up): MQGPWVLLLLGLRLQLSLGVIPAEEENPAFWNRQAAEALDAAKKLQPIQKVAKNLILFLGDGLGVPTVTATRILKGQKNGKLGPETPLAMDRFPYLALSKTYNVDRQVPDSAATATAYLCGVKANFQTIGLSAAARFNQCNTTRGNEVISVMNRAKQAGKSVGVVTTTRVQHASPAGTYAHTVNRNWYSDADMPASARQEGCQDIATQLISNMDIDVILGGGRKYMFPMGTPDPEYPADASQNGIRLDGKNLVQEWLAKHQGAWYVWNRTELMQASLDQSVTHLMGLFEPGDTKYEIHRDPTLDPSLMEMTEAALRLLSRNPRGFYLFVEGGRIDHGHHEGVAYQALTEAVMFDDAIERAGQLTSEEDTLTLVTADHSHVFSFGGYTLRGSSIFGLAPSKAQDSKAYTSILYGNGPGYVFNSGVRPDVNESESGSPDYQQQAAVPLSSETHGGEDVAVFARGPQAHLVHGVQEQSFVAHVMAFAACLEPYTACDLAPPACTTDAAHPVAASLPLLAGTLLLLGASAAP
NALP3 yeast inh: NALP3 inflammasome inhibitors in reconstituted yeast, primary screen, luminescence, uHTS. hit rate 0.39% among 330,000. AID 2825, 2010. Yeast reconstituted NLRP3/ASC/caspase-1, beta-gal luminescence, 24 h. inhibition, % at 10 µM;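 active means inhibition of 50% or more; inactive means inhibition below 50%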;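 further: plate controls were induced DMSO wells for no effect and uninduced yeast grown without galactose for full effect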
mIAP act: activators of mouse IAP, primary screen, biochemical, luminescence, uHTS. muIAP, CDP-Star luminescence, 30 min; stronger effect = higher value; 1 = vehicle-only enzyme signal, 0 = enzyme-free wells. activation factor at 10 µM. hit rate 0.24% among 330,000;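 active means activation factor of at least 2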; further: the source names both 10 and 20 µM as test concentration; values of inactives mirror those of a sister screen read the other way
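Assay system: mouse IAP enzyme; reagent: chemiluminescent substrate CDP-Star; dosing: test compounds delivered from DMSO solution; schedule: 30 min at room temperature; measured by: luminescence from enzymatic CDP-Star hydrolysis; controls: DMSO-only wells and no-enzyme negative control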
mIAP inh: inhibitors of mouse IAP, primary screen, biochemical, luminescence, uHTS | intestinal alkaline phosphatase [Mus musculus] | inhibition, % at 10 µM | AID 2806, 2010 | hit rate 0.2% among 330,000 | purified mouse IAP, CDP-Star luminescence, 30 min;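 active means inhibition of at least 40% at 10 µM in the primary screen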;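 further: plate controls were DMSO with enzyme for no effect and no enzyme wells for full effect; values of inactives mirror those of a sister screen read the other way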
Apaf-1 inh: inhibitors of human Apaf-1 apoptosome, primary screen, biochemical, DEVD-Rh110 fluorescence, uHTS. reconstituted apoptosome caspase-3 activity. inhibition, % at 20 µM. hit rate 0.71% among 330,000; active means inhibition of at least 40% at 20 µM;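 further: plate controls were DMSO wells for no effect and DEVD-CHO caspase inhibitor wells for full effect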
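Assay system: Apoptosome proteins | Medium: pH 7.5 Hepes buffer with CHAPS, BSA, DTT | Also added: Cytochrome c and DEVD-Rh110 substrate | Times: 30 min plus 50 min, RT | Detection: Rhodamine 110 fluorescence at Ex 480/Em 540 nm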
tim10-1 inh: growth inhibitors of tim10-1 mutant yeast, primary screen, luminescence, uHTS. inhibition, % at 20 µM. hit rate 2.2% among 330,000. S. cerevisiae tim10-1 ts strain growth, BacTiter-Glo, 24 h;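 active means inhibition of at least 40%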;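 further: mutant grown at 25 °C; 0% = DMSO wells with yeast and 100% = wells holding no yeast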
ATG4B inh: ATG4B protease inhibitors, primary screen, biochemical, fluorescence, uHTS | hit rate 0.51% among 340,000 | ATG4B cleavage of LC3-PLA2, NBD-HPC fluorescence, 1 h | inhibition, % at 8.33 µM | Cysteine protease ATG4B (Homo sapiens), Q9Y4P1; in the data active means inhibition above about 40%
Target sequence (Q9Y4P1 whole entry, looked up): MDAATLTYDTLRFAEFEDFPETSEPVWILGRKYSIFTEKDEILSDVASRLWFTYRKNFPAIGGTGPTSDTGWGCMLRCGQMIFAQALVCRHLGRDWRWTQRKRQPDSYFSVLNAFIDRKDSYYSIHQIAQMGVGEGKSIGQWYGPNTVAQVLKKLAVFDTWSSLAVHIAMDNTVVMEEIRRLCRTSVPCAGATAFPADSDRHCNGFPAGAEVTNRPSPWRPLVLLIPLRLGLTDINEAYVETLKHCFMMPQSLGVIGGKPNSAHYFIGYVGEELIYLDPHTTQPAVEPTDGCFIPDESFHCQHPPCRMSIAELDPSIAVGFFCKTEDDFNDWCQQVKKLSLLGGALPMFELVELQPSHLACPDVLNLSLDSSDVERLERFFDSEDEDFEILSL
hIAP act: human IAP activators, primary screen, biochemical, luminescence, uHTS; Intestinal-type alkaline phosphatase (Homo sapiens), P09923; purified human IAP, CDP-Star luminescence, 30 min; stronger effect = higher value; 1 = vehicle-only enzyme, 0 = enzyme-free background; activation factor at 10 µM; hit rate 0.16% among 330,000;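 active means activation factor of the enzyme at least 2-fold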; further: the source names both 10 and 20 µM as test concentration; values of inactives mirror those of a sister screen read the other way
* hit, by the source's call; . = not tested or not shown.

SMILES | TIM10 inh | hIAP inh | NALP3 yeast inh | mIAP act | mIAP inh | Apaf-1 inh | tim10-1 inh | ATG4B inh | hIAP act
COc1ccc(S(=O)(=O)NCC(=O)N(CC2CCCO2)C(C(=O)NC2CCCC2)C(C)C)cc1 (centres undefined) | 2.3 | -5.6 | -2.4 | 1.06 | -6.2 | 2.3 | -12.1 | -4.2 | 1.06
CC1(C)N=C(N)NC(Nc2cccc(Br)c2)=N1 | 6.5 | -14.0 | 15.5 | 1.28 | -28.2 | 2.7 | 8.3 | -3.1 | 1.14
S=C(Nc1ccccc1Cl)NC1CC2CCCC(C1)N2C1CC1 (centres undefined) | 6.9 | -2.3 | 12.6 | 1.2 | -20.3 | -4.1 | -3.8 | -0.3 | 1.02
CC(C(=O)Nc1ccccc1)N(c1cccc(Cl)c1)S(C)(=O)=O (centres undefined) | 18.4 | -2.0 | -2.6 | 0.998 | 0.2 | 1.1 | 12.4 | 5.2 | 1.02
O=C(CSc1nnc(-c2ccncc2)n1-c1ccccc1)NCC1CCCO1 (centres undefined) | -9.2 | -8.1 | 17.5 | 1.01 | -0.9 | 2.0 | -10.1 | -5.0 | 1.08
S=C(NCCC(c1ccccc1)c1ccccc1)Nc1cccc(Cl)c1 | 33.2 | -70.0 | 30.3 | 4.05* | -305.1 | 24.1 | 40.1* | 45.6* | 1.7
O=Cc1c(Sc2ccccc2)nc2ccccn2c1=O | -8.7 | 5.0 | 45.4 | 1.05 | -5.0 | -9.5 | -18.2 | -4.3 | 0.95
COc1ccc2c(c1)CC(C)C/C2=N\NC(=O)c1ccco1 (centres undefined) | -11.0 | -5.7 | 33.2 | 1.15 | -15.3 | 15.1 | 14.6 | -5.5 | 1.06
O=C(CSc1nnc(COc2ccc(F)cc2)o1)N1CCCCC1 | 0.5 | -0.4 | 16.2 | 0.92 | 8.0 | 6.9 | -4.9 | -5.2 | 1
COc1cccc(Cn2nnc(C(=O)NCc3ccc(F)cc3)c2N)c1 | -18.3 | 6.1 | -0.2 | 0.913 | 8.7 | -4.8 | -22.2 | -2.6 | 0.939
COc1ccccc1C(=O)NC(=O)COc1ccc([N+](=O)[O-])cc1 | -0.3 | -2.3 | 16.3 | 0.974 | 2.6 | 1.8 | -0.6 | -2.1 | 1.02
Cc1cccc2sc(N(CCCN(C)C)C(=O)c3nc4ccccc4s3)nc12 | 19.7 | -11.3 | 0.8 | 0.944 | 5.6 | 3.1 | 19.3 | 5.9 | 1.11
Cc1ccc(S(=O)(=O)N2CCN(C(=O)COC(=O)CNC(=O)c3ccccc3)CC2)c(C)c1 | -5.6 | 0.5 | -10.4 | 0.94 | 6.0 | 7.2 | -2.3 | -9.0 | 0.995
CC(=O)C(Sc1ncnc2sc3c(c12)CCCC3)C(C)=O | 33.9 | -17.1 | -37.1 | 0.956 | 4.4 | 8.6 | 20.7 | -0.3 | 1.17
CC(C)CC(CO)N1CCN(C(=O)c2ccc(Cl)cc2Cl)CCC1=O (centres undefined) | 11.8 | -2.8 | 1.6 | 1.09 | -8.7 | -1.6 | 0.3 | -5.1 | 1.03
c1ccc(-c2cnc(-c3cccnc3)o2)cc1 | 5.2 | 18.0 | 8.7 | 1.01 | -0.7 | -1.9 | -3.3 | -13.3 | 0.82
O=C(c1cccc(-n2cccc2)c1)N1CCN(S(=O)(=O)c2ccccc2Br)CC1 | 22.8 | 13.1 | 14.8 | 0.923 | 7.7 | 16.3 | 29.5 | -9.4 | 0.869
CC(=O)c1cccc(NC(=O)C(OC(=O)c2cccc(S(=O)(=O)N(C)c3ccccc3)c2)c2ccccc2)c1 (centres undefined) | -11.3 | -1.5 | 2.2 | 0.954 | 4.6 | 20.6 | 19.6 | 0.4 | 1.01
O=C(O)c1ccccc1SCc1csc(-c2ccccc2)n1 | 0.6 | -2.0 | 1.1 | 0.987 | 1.3 | 5.5 | -1.3 | 0.9 | 1.02
CC(C)c1ccc(NC2CCCN(C(=O)CN3CCOC3=O)C2)cc1 (centres undefined) | -3.3 | 14.4 | 13.1 | 1 | 0.0 | -6.1 | 0.7 | -0.6 | 0.856
COc1ccc(NC(=O)N(Cc2cc3ccc(OC)cc3[nH]c2=O)CC2CCCO2)cc1 (centres undefined) | -6.5 | -11.9 | 1.5 | 1.02 | -1.7 | -11.6 | 9.2 | -3.8 | 1.12
Cc1ccc2c(c1)NC(=O)c1cccnc1N2 | 3.2 | 8.2 | 10.1 | 0.964 | 3.6 | -3.9 | 4.0 | -4.7 | 0.918
CCOc1ccc(CCNC(=O)Cn2cccc2C(=O)c2ccccc2C)cc1OCC | 20.6 | -8.0 | 8.8 | 1.01 | -0.9 | -3.1 | 22.6 | 4.7 | 1.08
CCN(CC)C(c1ccc(F)cc1)c1nnnn1CC1CCCO1 (centres undefined) | 6.7 | 0.6 | 4.3 | 1.1 | -10.4 | -6.9 | 18.4 | -1.9 | 0.994
CC(C)CCNC(=O)C(c1ccco1)N(C(=O)Cn1nnc2ccccc21)c1ccc2c(c1)OCO2 (centres undefined) | -8.1 | -5.4 | 11.7 | 1.08 | -7.9 | 21.0 | 13.9 | -17.7 | 1.05
Cc1nnc(SCCCCSc2nnc(C)c(=O)[nH]2)[nH]c1=O | 11.9 | -7.0 | 1.8 | 0.992 | 0.8 | 6.5 | 2.3 | 1.1 | 1.07
Cc1cc(C)n2nc(SCC3COc4ccccc4O3)nc2n1 (centres undefined) | 4.2 | 7.3 | 11.6 | 0.998 | 0.2 | 10.2 | 9.5 | -0.6 | 0.927
O=C(Nc1ccccc1)c1ccccc1NC(=O)c1ccccc1C(=O)O | -14.8 | 3.3 | -14.5 | 1.16 | -15.9 | -2.2 | -18.1 | -0.3 | 0.966
CCCCCCC(C)OC(=O)Nc1cccc2ccccc12 (centres undefined) | 14.0 | 9.4 | 9.5 | 0.999 | 0.1 | 17.3 | 4.4 | -5.7 | 0.906
O=C(c1cc([N+](=O)[O-])ccc1Cl)N1CCN(Cc2ccccc2)CC1 | -12.4 | 30.1 | 24.5 | 1.05 | -5.4 | 2.9 | -21.6 | -3.3 | 0.699
COCCCn1c2nc3ccccc3nc2c2c(=O)n(Cc3ccccc3Cl)cnc21 | 0.1 | 2.1 | 8.4 | 0.933 | 6.7 | 1.0 | 19.7 | . | 0.979
CCCn1c(SCC(=O)NC2CC2)nnc1-c1cccs1 | -2.1 | 9.0 | -0.6 | 0.951 | 4.9 | -10.4 | -14.8 | 1.0 | 0.91
O=C(NCCc1ccccn1)C1CCN(S(=O)(=O)c2ccc(Cl)cc2)CC1 | -7.9 | -15.1 | 5.2 | 1.1 | -10.2 | -4.9 | -4.4 | -2.9 | 1.15
CCC/C(=C1/c2ccccc2C(=O)N1c1ccccc1)c1cnc(OC)nc1 | -9.5 | 10.5 | 26.0 | 1.05 | -5.3 | 41.0* | 7.9 | -11.5 | 0.895
CCOCCCNC(=S)N1CCN(c2nc(-c3ccccc3)cs2)CC1 | 8.4 | -26.7 | 28.0 | 1.02 | -1.9 | 7.6 | 19.1 | -1.0 | 1.27
Cc1ccnn1CC(=O)N/N=C/c1ccc2c(c1)OCO2 | 0.7 | -3.7 | 14.7 | 1.05 | -5.0 | -3.6 | 6.8 | 6.2 | 1.04
Cc1nc2scc(C)n2c(=O)c1S(=O)(=O)Nc1ccc(N2CCOCC2)cc1 | -3.2 | 23.3 | 7.5 | 0.992 | 0.8 | -0.3 | -2.2 | -3.6 | 0.767
CC(=O)/C(=C\N(C)C)Sc1ccc(Cl)cc1 | -3.8 | -19.1 | 12.3 | 0.874 | 12.6 | -15.0 | -7.9 | -10.7 | 1.19
CCC1Cc2c(nc(N)c3c(N)nc(N4CCOCC4)c(C#N)c23)O1 (centres undefined) | -1.5 | 3.7 | 12.3 | 1.05 | -5.2 | -8.5 | 15.4 | 9.2 | 0.963
Cc1cc(C)n2nc(C(=O)OCC(=O)NNC(=O)c3ccc(Cl)cc3)nc2n1 | 4.4 | 3.2 | 9.4 | 0.968 | 3.2 | -1.5 | -18.1 | -5.2 | 0.968
Cc1cccc(C)c1NC(=O)COC(=O)c1ccc2[nH]c3c(c2c1)CCCC3 | 7.7 | -29.1 | 1.5 | 1.29 | -28.6 | -5.6 | 11.7 | 4.3 | 1.29
Cc1cccc(CSC2=NCCN2C(=O)c2ccc(Br)o2)c1 | 20.1 | 9.3 | 18.3 | 0.962 | 3.8 | 5.2 | 27.7 | -4.0 | 0.907
COc1cccc(C(=O)NC(=O)Nc2cc(C)[nH]n2)c1 | 0.5 | 1.3 | 6.2 | 1.08 | -7.8 | -17.1 | -9.1 | 19.5 | 0.987
O=C(CCNC(=O)c1ccccc1)NNC(=O)COc1ccccc1Cl | 14.0 | -38.3 | 3.7 | 0.945 | 5.5 | 11.4 | 12.3 | -2.4 | 1.38
C[C@H](NS(=O)(=O)c1ccc2c(c1)OCCCO2)C(=O)N1CCN(c2ccc(F)cc2)CC1 | -10.6 | -20.8 | 5.2 | 1.13 | -12.6 | 13.3 | 25.4 | -9.2 | 1.21

Copied from the entries so far (4 entries):
SMILES | TIM10 inh | hIAP inh | NALP3 yeast inh | mIAP act | mIAP inh | Apaf-1 inh | tim10-1 inh | ATG4B inh | hIAP act
O=C(c1cc([N+](=O)[O-])ccc1Cl)N1CCN(Cc2ccccc2)CC1 | -12.4 | 30.1 | 24.5 | 1.05 | -5.4 | 2.9 | -21.6 | -3.3 | 0.699
COCCCn1c2nc3ccccc3nc2c2c(=O)n(Cc3ccccc3Cl)cnc21 | 0.1 | 2.1 | 8.4 | 0.933 | 6.7 | 1.0 | 19.7 | . | 0.979
CCCn1c(SCC(=O)NC2CC2)nnc1-c1cccs1 | -2.1 | 9.0 | -0.6 | 0.951 | 4.9 | -10.4 | -14.8 | 1.0 | 0.91
O=C(NCCc1ccccn1)C1CCN(S(=O)(=O)c2ccc(Cl)cc2)CC1 | -7.9 | -15.1 | 5.2 | 1.1 | -10.2 | -4.9 | -4.4 | -2.9 | 1.15

Going on with the list:
SMILES | TIM10 inh | hIAP inh | NALP3 yeast inh | mIAP act | mIAP inh | Apaf-1 inh | tim10-1 inh | ATG4B inh | hIAP act
C/C(N)=C(/C#N)C(=O)COC(=O)C1CCN(C(=O)c2ccc(Cl)cc2)CC1 | 1.2 | -19.7 | 20.4 | 0.932 | 6.8 | 12.7 | 8.2 | -9.7 | 1.2
COc1ccc(S(=O)(=O)N(C)CC(=O)N2CCC(C(N)=O)CC2)cc1 | -9.6 | 23.3 | -0.5 | 1.12 | -11.7 | -7.6 | 15.8 | -4.2 | 0.767
CCN(CC(=O)NCc1ccc(F)cc1)C(=O)C1CC1C (centres undefined) | -7.4 | -3.0 | 4.4 | 0.959 | 4.1 | 4.6 | -0.9 | -7.6 | 1.03
COc1ccc(-c2n[nH]c(=S)n2-c2ccc(C)cc2)cc1 | 1.5 | -24.8 | 17.9 | 0.923 | 7.7 | 0.7 | 23.2 | -3.7 | 1.25
COc1ccc(-c2c(C#N)c(SCC(=O)c3cc4ccccc4oc3=O)nc(C)c2C(=O)Nc2ccccc2)cc1 | 10.1 | 0.7 | 11.1 | 0.902 | 9.8 | 4.4 | 10.4 | 4.3 | 0.993
